GLS inhibitor = blocks human kidney-isoform glutaminase activity; AID 624170; Potency, µM (series often up to 45.5 µM), for the others: top-dose activity change, negative = inhibition, actives largely listed as inhibitors; O94925; 410,000 tested, 0.21% active; GLS enzymatic activity, qHTS titration; note: potency is the fitted concentration of half-maximal effect; % is set by controls: 0 for no effect and ±100 for the full control effect
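Human kidney-isoform GLS in 45 mM KH2PO4 pH 8.2, 0.02% Tween-20, with compound, started with 1mM L-Glutamine (added stock). Glutamate oxidase/HRP/Amplex red coupled fluorescence read at start and after 30 min at RT.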
ALOX12 inh = ALOX12 (human) lipoxygenase inhibition; purified 12hLO, xylenol orange hydroperoxide absorbance; 580,000 tested, 1.1% active; Potency, µM (titrated, usually from 108 µM), for inactives: at the top dose activity change, negative = inhibition, hits mostly inhibitors; P18054; note: potency is the fitted concentration of half-maximal effect; % is set by controls: 0 for no effect and ±100 for the full control effect
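Hydroperoxide product was detected by ferrous iron/xylenol orange as the 573 to 405 nm absorbance ratio. Arachidonic acid at 40 uM (final) was turned over for 30 min at room temperature by 150 nM human 12hLO, pH 7.0 Hepes buffer, after 15 min compound preincubation.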
HP1b binding inh = blocks HP1-beta chromodomain binding to methylated histone tails; Potency, µM (doses to about 114 µM), inactives show at the highest dose activity change, negative = inhibition, most hits filed as inhibitors; AlphaScreen HP1-beta / biotin-H3K9me3 peptide binding; AID 540317; 390,000 tested, 0.56% active; P83916; note: potency is the fitted concentration of half-maximal effect; nearly all actives have a fitted effect of over 70% in size; inactives centre near 23
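HP1-beta protein (50 nM final) preincubated 30 min at room temperature with biotinylated H3(1-18)K9me3 peptide (50 nM) in PBS pH 7.4, 0.01% Tween-20, then compound added for 30 min. AlphaScreen streptavidin donor/nickel chelate acceptor beads (10 ug/mL final), 30 min dark, luminescence read.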
JMJD2A Tudor = blocks the human JMJD2A Tudor domain; O75164; AlphaScreen JMJD2A-Tudor / H3K4me3 peptide binding; AID 504339; 390,000 tested, 4.4% active; Potency, µM (highest dose often 114 µM), without a hit: top-dose activity change, negative = inhibition, hits mostly inhibitors; note: potency is the fitted concentration of half-maximal effect; % is set by controls: 0 for no effect and ±100 for the full control effect; nearly all actives have a fitted effect of over 50% in size
Target sequence (O75164 whole entry, looked up, the tested form may be a part): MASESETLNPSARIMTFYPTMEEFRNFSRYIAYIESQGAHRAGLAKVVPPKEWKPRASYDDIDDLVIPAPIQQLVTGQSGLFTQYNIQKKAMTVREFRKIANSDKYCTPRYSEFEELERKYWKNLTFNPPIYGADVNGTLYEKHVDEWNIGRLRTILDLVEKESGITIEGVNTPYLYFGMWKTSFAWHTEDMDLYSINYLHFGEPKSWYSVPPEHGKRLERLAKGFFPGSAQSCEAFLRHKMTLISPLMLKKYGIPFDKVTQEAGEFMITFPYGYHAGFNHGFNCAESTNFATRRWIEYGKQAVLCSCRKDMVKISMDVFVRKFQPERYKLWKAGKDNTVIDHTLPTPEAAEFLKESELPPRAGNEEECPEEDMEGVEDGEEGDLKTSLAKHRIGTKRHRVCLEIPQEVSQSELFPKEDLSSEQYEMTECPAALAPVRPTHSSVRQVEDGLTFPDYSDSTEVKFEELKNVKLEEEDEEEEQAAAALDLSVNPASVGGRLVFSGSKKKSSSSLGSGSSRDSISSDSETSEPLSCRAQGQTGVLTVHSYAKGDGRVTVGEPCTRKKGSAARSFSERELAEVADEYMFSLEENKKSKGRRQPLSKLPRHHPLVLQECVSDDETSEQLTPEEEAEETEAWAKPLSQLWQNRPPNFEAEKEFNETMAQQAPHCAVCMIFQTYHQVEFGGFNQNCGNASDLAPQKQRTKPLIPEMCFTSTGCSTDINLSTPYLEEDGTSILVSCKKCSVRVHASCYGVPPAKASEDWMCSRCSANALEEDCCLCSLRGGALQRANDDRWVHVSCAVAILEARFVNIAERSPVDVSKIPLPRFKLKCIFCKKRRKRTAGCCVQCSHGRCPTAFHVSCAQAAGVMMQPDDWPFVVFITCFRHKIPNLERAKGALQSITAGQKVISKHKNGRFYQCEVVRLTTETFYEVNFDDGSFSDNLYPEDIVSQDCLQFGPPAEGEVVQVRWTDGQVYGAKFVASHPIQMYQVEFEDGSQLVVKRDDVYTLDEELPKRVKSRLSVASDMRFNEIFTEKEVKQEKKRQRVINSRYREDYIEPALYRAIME
BAZ2B inh = BAZ2B (human) inhibition. Q9UIF8. Potency, µM (highest dose often 114 µM), inactives show at the highest dose activity change, negative = inhibition, usual class: inhibitors. AlphaScreen BAZ2B-H3K14Ac peptide displacement. 360,000 tested, 4.4% active; note: potency is the fitted concentration of half-maximal effect; % is set by controls: 0 for no effect and ±100 for the full control effect; nearly all actives have a fitted effect of over 60% in size
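In this displacement format the biotinylated H3(5-23) peptide acetylated at Lys14 serves as ligand at 50 nM, with BAZ2B at 50 nM in PBS pH 7.4 containing 0.01% Tween-20. Donor and acceptor beads are 10 ug/mL final.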
RGS4 inhibitor = inhibitors of human regulator of G protein signaling 4 | P49798 | Transcreener GDP fluorescence polarization, RGS4-accelerated GTP hydrolysis | Potency, µM (titrated, usually from 114 µM), inactives show at the highest dose activity change, negative = inhibition, hits mostly inhibitors | 390,000 tested, 0.039% active | AID 504845; note: potency is the fitted concentration of half-maximal effect; % is set by controls: 0 for no effect and ±100 for the full control effect; nearly all actives have a fitted effect of over 75% in size; some results filed as inactive show a strong effect at the top dose
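MLSMR compounds (23 nl, pin-transferred) preincubated 10 min at room temperature with a 500nM (2x) first reagent, then RGS4 at 900nM (2x) plus Transcreener GDP mix added; fluorescence polarization (620/688 nm) read before and after 90 min at 30 °C.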
G9a inh = inhibitors of human histone lysine methyltransferase G9a; Q96KQ7; G9a H3K9 monomethylation, AlphaScreen, 2 h; Potency, µM (top dose mostly 102 µM), inactives show top-dose activity, negative = inhibition, most hits filed as inhibitors; 350,000 tested, 8.8% active; AID 504332; note: potency is the fitted concentration of half-maximal effect; % is set by controls: 0 for no effect and ±100 for the full control effect; nearly all actives have a fitted effect of over 75% in size
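G9a (20 nM) preincubated 15 min RT with compounds, then 500 nM biotinylated H3K9 peptide and 20 uM SAM added; 2 h RT reaction. Monomethyl-H3K9 product detected by AlphaScreen with anti-H3K9me1 antibody, streptavidin donor and anti-rabbit IgG acceptor beads.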
PI4K2A inh = blocks human PI4K2A kinase activity; activity change, negative = inhibition, % at 76.9 µM; purified PI4K2A, ADP-Glo luminescence, 1 h; active compounds read low; 420,000 tested, 0.13% active; in the data active = activity change below about -50%; inconclusive = mostly about -30% to -49%;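 note: -100% = wells without enzyme as full effect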
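In this quantitative HTS, ADP production by PI4K2A was quantified luminescently after 1 h at ambient temperature; 100 microM adenosine served as plate-quality control.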
ERG Ets-DNA blk = inhibitors of human ERG Ets domain-DNA interaction; P11308; fluorescence polarization, His-ERG Ets domain / labelled DNA; Potency, µM (series often up to 76.9 µM), for inactives: at the highest dose FP activity, negative = inhibition, most hits filed as inhibitors; 370,000 tested, 0.028% active; AID 624246; active = well fitted inhibition curve with a large enough effect in the polarisation, with a control signal flat; inconclusive = small, poorly fitted or top-dose-only effect, or effect the other way, or a change in a side signal; inactive = no such curve, though single readings can be large or run the other way; the % refers to the polarisation;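 note: polarization taken with two DNA probes labelled with fluorescein and Texas red; potency is the fitted concentration of half-maximal effect; % of control where 0% means no effect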
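His-tagged ERG Ets domain (1 uM in the protein solution; 300mM KCl, 50mM Tris-HCl, 1mM EDTA, 1mM DTT, pH 7.5) received compound, then a probe mix of 5 nM fluorescein-DNA and 100nM Texas-615-DNA. Fluorescence polarization was read for both dyes.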
Active calls of the source: *; ? = inconclusive; . = no result given; [ ] = remark or other dose. Unless noted, calls come from the whole dose curve; as a rule, active = well fitted curve in the direction sought with a large enough effect; inconclusive = small, poorly fitted or top-dose-only effect, or another doubt; inactive = no such curve, though single readings can be large; an effect the other way counts as inactive or inconclusive. Some of the compounds tested; count on the stated rates, not on these rows.

SMILES	GLS inhibitor	ALOX12 inh	HP1b binding inh	JMJD2A Tudor	BAZ2B inh	RGS4 inhibitor	G9a inh	PI4K2A inh	ERG Ets-DNA blk
O=C(NC1C(=O)NNC1c1ccccc1)c1ccccc1 (configuration not stated)	2.3%	?	38.6%	-9.5%	1.6%	-13.6%	-13.2%[59 µM]	?	-2.3%
Cc1cccc(Nc2nc(N)c([N+](=O)[O-])c(N3CC(C)OC(C)C3)n2)c1 (configuration not stated)	-5.2%	0.0%	-17.2%	?	-37.1%	0.0%	8.8%[2.33 µM]	3.1	5.9%
CCCNC(=O)CN1CCN(c2cc3ccccc3c(Cl)n2)CC1	-5.6%	?	48.1%[activator]	-16.4%	-1.5%	-20.9%	?	-15.9	15.9%
Cc1nc(-c2cnn(-c3ccccc3)c2)c2cc(C)oc2n1	-23.7%	3.5%	62.1%[activator]	-0.7%[11.4 µM]	1.7%	-9.7%[11.4 µM]	5.3%[12.7 µM]	1.8	-11.7%
O=C(CNC(=O)c1ccco1)N/N=C/c1c[nH]c2ccccc12	21.0%	-12.9%	30.5%[activator]	-5.1%	-0.1%	22.8%	9.5%	4.4	-2.6%
COc1cc(C)c(Cl)cc1S(=O)(=O)NCC1CCCO1 (configuration not stated)	-3.5%	6.4%	35.8%	3.6%	2.3%	23.3%	16.6%[59 µM]	-9.0	-3.5%
Cc1cc2cc(CNC(=O)CC(C)C)ccc2n1C	-8.6%	0.0%	1.4%	-20.7%	-30.2%	-1.1%	11.2%[12.7 µM]	2.5	-3.6%
Cc1ccc(C)c(CN2C(=O)c3ccccc3S(=O)c3ccc(C(=O)N4CCN(c5ccccn5)CC4)cc32)c1 (configuration not stated)	-3.3%	4.2%	23.1%	-28.7%	?	0.7%	-8.5%	-5.1	-12.8%
COc1ccc2c(c1)c(=O)cc(-c1ccccc1)n2C	-4.0%	45.6%[activator]	39.6%[activator]	9.5%	3.2%	4.0%	18.7%[59 µM]	-4.7	-5.4%
O=C(NC(=S)N1CCN(c2ccccc2)CC1)c1ccco1	-18.6%	-12.4%	-11.1%	-28.1%	.	-36.6%	.	-4.8	1.3%
CCOP(=O)(OCC)C(Nc1ccccc1)c1ccc2c(c1)OCO2 (configuration not stated)	17.0%	-16.1%	45.6%[activator]	-1.0%	0.8%	1.3%	5.1%[0.0925 µM]	-3.6	3.8%
CC1CCCCC1NC(=O)COC(=O)c1ccc2c(=O)n3c(nc2c1)CCC3 (configuration not stated)	-1.4%	333.3%[activator]	38.4%	9.1%	.	-11.5%	.	2.4	-8.3%
Cc1cc(C)c(NC(=O)C2C3/C=C\CCCCC32)c(C)c1 (configuration not stated)	2.7%	13.1%	16.9%	-12.2%	6.2%	13.4%	11.7%	3.7	19.2%
O=C(O)c1nn(CC(=O)N2CCN(c3ncc(C(F)(F)F)cc3Cl)CC2)c(=O)c2ccccc12	1.9%	-8.1%	-10.5%	-16.4%	-15.8%	20.3%	?	-17.0	-4.0%
O=C(NCc1ccco1)c1cccc(NS(=O)(=O)c2cccc(F)c2)c1	-7.4%	15.4%	26.0%	-8.2%	-27.4%	-14.5%	-10.7%[59 µM]	3.6	19.0%
COc1ccc(C#Cc2c(-c3ccccc3)n(-c3ccccc3)c3ccc(CO)cc23)cc1	-0.1%	-24.6%	41.1%[activator]	-6.4%	.	13.1%	.	-5.2	3.0%
COc1ccc(C2C(C(=O)Nc3ccccc3)=C(C)Nc3nc(CCCO)nn32)cc1 (configuration not stated)	1.1%	0.0%	27.3%	-5.2%	5.1%	-7.2%	-11.4%[2.33 µM]	-2.9	3.1%
COc1ccccc1CNc1ncccc1[N+](=O)[O-]	5.5%	8.7%	12.6%	?	?	11.8%	9.2%	4.7	12.9%
CCOC(=O)Cn1c(=O)c2c(nc(N3CCCCC3)n2Cc2ccccc2)n(C)c1=O	-4.7%	0.0%	-0.1%	-23.8%	-29.3%	-4.2%	-5.8%[59 µM]	-16.8	3.5%
O=C(CN1CCN(c2ccccn2)CC1)Nc1cccc(C(F)(F)F)c1	3.0%	0.0%	34.0%	5.5%[57.1 µM]	-2.1%	23.4%[11.4 µM]	-34.9%[59 µM]	9.3	-4.7%
Cc1cc(C(=O)Nc2cccc(O)c2)c(C)o1	23.5%	-2.3%	13.6%	-22.6%	-7.3%	-20.6%	0.8%[12.7 µM]	-6.9	-4.1%
CN(C)Cc1cc(C(F)(F)F)ccc1C(O)(c1ccccc1)c1ccccc1	-1.9%	-23.3%	5.8%	-27.8%	.	25.8%	.	2.1	-18.2%
Cc1cccc(S(=O)Cc2ccc(C(=O)N3CCN(C(=O)c4ccco4)CC3)o2)c1 (configuration not stated)	4.2%	1.7%	54.8%[activator]	-1.4%	-4.0%	-11.0%[56.9 µM]	-5.2%	-6.4	-14.2%
O=C(NCCc1ccccc1)c1ccc(CS(=O)(=O)Cc2ccccc2Cl)o1	1.9%	0.0%	17.5%	-27.5%	-7.4%	13.1%	-31.3%[59 µM]	-3.9	0.9%
CCOc1cc(/C=N/NC(=O)c2cc(-c3ccccc3)nc3ccccc23)ccc1O	-3.7%	130.3%[activator]	19.5%	-17.6%	-0.6%	-18.6%	-41.1%	-0.4	0.2%
Cc1ccc(NC2CCCN(C(=O)CCc3ccncc3)C2)cc1C (configuration not stated)	7.1%	.	16.7%	-11.7%	?	-4.7%	4.1%	2.2	5.6%
COc1cc2c(cc1OC)C(C)N(S(=O)(=O)c1cn(C)c(C)n1)CC2 (configuration not stated)	0.2%	?	20.8%	-18.9%	2.7%	3.7%	.	10.4	1.3%
CCOC(=O)c1c(NC(=O)/C=C/c2ccc(C)cc2)sc(C(C)=O)c1C	8.7%	-11.2%	35.9%[activator]	-10.1%	10.9%	5.3%	?	-0.6	2.4%
COc1ccc(S(=O)(=O)N(C)c2ccc(C(=O)Nc3ccccc3C(=O)N3CCOCC3)cc2)cc1OC	2.1%	-2.7%	40.1%[activator]	-15.4%	-2.6%	18.4%	6.6%	-3.5	-1.3%
CCc1ccc(OCC(=O)NNC(=O)C2CCN(c3ncnc4sc(C)c(C)c34)CC2)cc1	2.6%	-15.5%	29.4%	-9.0%	-23.3%	-45.2%	?	-0.7	-3.9%
CCOCC(=O)Nc1nnc(SCCOC)s1	-1.3%	-9.3%	29.1%	-13.5%	-31.6%	14.6%	19.8%[59 µM]	-0.6	-0.9%
COc1cc2c(cc1NC(=O)CSc1ccc(Cl)cc1)oc1ccccc12	-0.4%	-26.1%	26.3%	-6.4%	-16.6%	15.1%	9.5%	6.0	5.9%
O=C(CN1C(=O)c2ccccc2C1=O)NNC1=NS(=O)(=O)c2ccccc21	4.2%	21.8%	16.2%	-7.0%	5.2%	6.3%	-1.6%[59 µM]	-0.5	-4.7%
COc1ccc(C(=O)NNC(=O)COC(=O)c2sccc2C)cc1	21.3%	372.7%[activator]	29.5%	?	1.0%	17.7%	12.2%[2.33 µM]	-1.0	-6.0%
Cc1ccc(Nc2nnc(C(C)(C)C)c(=O)n2N)cc1	6.6%	?	9.1%	-16.0%	-4.3%	-8.9%	34.7%[59 µM]	-2.1	.
CCOC(=O)C1=NN(C(C)=O)C2C(=O)N(CC)C(=O)C12 (configuration not stated)	-13.6%	0.0%	56.3%[activator]	-8.9%	-2.9%	12.6%	-5.1%	1.3	0.9%
O=C1/C(=C/c2cccc(Cl)c2)SC(=S)N1CCC(=O)N1CCCCC1CCO (configuration not stated)	11.5%	-7.4%	22.0%	-10.5%	28.2µM*	32.1%	.	6.3	-1.4%

Among those listed so far, these have a Cl atom.
SMILES	GLS inhibitor	ALOX12 inh	HP1b binding inh	JMJD2A Tudor	BAZ2B inh	RGS4 inhibitor	G9a inh	PI4K2A inh	ERG Ets-DNA blk
CCCNC(=O)CN1CCN(c2cc3ccccc3c(Cl)n2)CC1	-5.6%	?	48.1%[activator]	-16.4%	-1.5%	-20.9%	?	-15.9	15.9%
COc1cc(C)c(Cl)cc1S(=O)(=O)NCC1CCCO1 (configuration not stated)	-3.5%	6.4%	35.8%	3.6%	2.3%	23.3%	16.6%[59 µM]	-9.0	-3.5%
O=C(O)c1nn(CC(=O)N2CCN(c3ncc(C(F)(F)F)cc3Cl)CC2)c(=O)c2ccccc12	1.9%	-8.1%	-10.5%	-16.4%	-15.8%	20.3%	?	-17.0	-4.0%
O=C(NCCc1ccccc1)c1ccc(CS(=O)(=O)Cc2ccccc2Cl)o1	1.9%	0.0%	17.5%	-27.5%	-7.4%	13.1%	-31.3%[59 µM]	-3.9	0.9%
COc1cc2c(cc1NC(=O)CSc1ccc(Cl)cc1)oc1ccccc12	-0.4%	-26.1%	26.3%	-6.4%	-16.6%	15.1%	9.5%	6.0	5.9%
O=C1/C(=C/c2cccc(Cl)c2)SC(=S)N1CCC(=O)N1CCCCC1CCO (configuration not stated)	11.5%	-7.4%	22.0%	-10.5%	28.2µM*	32.1%	.	6.3	-1.4%
